TAAR1 ag – human TAAR1 agonists, primary screen, Fluo-8 calcium fluorescence, CHO RD-HGA16 cells; Trace amine-associated receptor 1 (Homo sapiens), Q96RJ0; vehicle wells 0%, saturating PEA agonist 100%; activation, % at 3 µM; 360,000 compounds, 0.99% hits;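 active means activation above the mean activation of all test compounds in the run plus 3 SD, cut at about 38% in these data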
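System: CHO-derived RD-HGA16 cells with stable Gα16 and human TAAR1. Times: 17-24 h plating, Fluo-8 75 min 37 °C, 30 min RT. Measured by: calcium-sensitive Fluo-8 signal, excitation 470-495, emission 515-575 nm. Read-out basis: % activation relative to PEA EC100 response. Control set: DMSO and PEA EC100. Repeats: no replicates (n 1).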
TAAR1 antag – human TAAR1 antagonists, primary screen, Fluo-8 calcium fluorescence, CHO RD-HGA16 cells. AID 624466, 2012. 360,000 compounds, 1.5% hits. inhibition, % at 3 µM. antagonist;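 active means inhibition above a per-plate cutoff, the mean inhibition of test compounds on that plate plus 3 SD, cut at about 49% in these data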;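 further: 0% = DMSO plus EC80 beta-PEA response and 100% = DMSO alone without agonist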
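Material: RD-HGA16 CHO cells with stable hTAAR1 and Gα16; Dosing: single nominal final test compound concentration of 3 µM; Schedule: seeding 17-24 h prior, 75-min 37 °C, 30-min RT dye loading; Detection: kinetic Fluo-8 calcium fluorescence measurement; Measure: % inhibition from peak post-agonist over basal fluorescence ratio; Benchmarks: vehicle and agonist controls.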
An asterisk follows results filed as active. An excerpt (hit frequency here may not be typical).

SMILES | TAAR1 ag | TAAR1 antag
COC(=O)Nc1nc2ccc(C(=O)C3CC3)cc2[nH]1 | 0 | -3
Cc1cc(O)c2c(c1)C(=O)c1cccc(O)c1C2=O | 17 | -8

Bioassay records deposited in PubChem by The Scripps Research Institute Molecular Screening Center.
